Assay outcomes deposited in PubChem by The Scripps Research Institute Molecular Screening Center.
TbREL1 primary: TbREL1 inhibition, primary screen; inhibition, % at 9.66 µM; TbREL1 RNA ligation, FRET fluorescence; AID 1117264; P86926; hit rate 0.49% among 89,000;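 active = inhibition above the mean inhibition across all screened compounds plus 3 SD, cut at about 11% in these data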;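 also: 0% = plate median of test wells and 100% = NSC42067 control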
Target sequence (P86926 whole entry, looked up): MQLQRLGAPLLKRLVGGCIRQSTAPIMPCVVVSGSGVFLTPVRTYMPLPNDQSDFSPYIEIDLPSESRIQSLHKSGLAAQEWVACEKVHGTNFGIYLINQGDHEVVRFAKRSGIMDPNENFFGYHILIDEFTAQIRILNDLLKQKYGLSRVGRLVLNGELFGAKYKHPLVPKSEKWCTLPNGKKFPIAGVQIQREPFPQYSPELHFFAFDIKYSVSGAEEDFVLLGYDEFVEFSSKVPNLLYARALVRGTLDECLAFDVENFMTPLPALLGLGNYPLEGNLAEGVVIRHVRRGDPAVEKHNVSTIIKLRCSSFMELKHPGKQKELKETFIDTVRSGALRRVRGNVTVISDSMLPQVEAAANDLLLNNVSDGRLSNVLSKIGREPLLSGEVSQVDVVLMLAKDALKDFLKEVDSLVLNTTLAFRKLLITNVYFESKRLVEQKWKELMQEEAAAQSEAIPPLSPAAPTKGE
* = called active by the depositor.

SMILES	TbREL1 primary
CC(=O)OCc1cc(=O)n(C)c(=O)n1C	1.2
Cc1ccc(C(=O)OCC(=O)NC(=O)c2ccccc2)o1	-1.2
CC1CCN(C(=O)CSc2nc(N)cc(N)n2)CC1	0.1
O=C(O)CSc1c2c(nc3cc(C(=O)N4CCCC4)ccc13)CCCC2	1.6
CCNc1nc(-c2ccc(Cl)cc2)cs1	0.4
Cc1ccc(CN2CC[C@H]3C=CCc4cccc(c43)C2)cc1	3.4
O=C(CSc1nnc(COc2ccc(Cl)cc2)o1)OC1CCCCC1	1.6
CC(C)CC1c2[nH]c3ccccc3c2CCN1C(=O)c1cnccn1 (configuration not stated)	-1.6
c1ccc(Cc2c(C3CCCCC3)nc3c4ccccc4ccn23)cc1	1.0
Cc1ccc(OCCOCCNC(C)C)c(Br)c1	5.8
O=C1CC(c2ccco2)Sc2nc3ccccc3n21 (configuration not stated)	5.6
CCOc1ccc(C(=O)COC(=O)c2nn(CC)c(=O)c3ccccc23)cc1	-3.7
NC(Cc1ccc(F)cc1)c1csc(Nc2ccc(C(F)(F)F)cn2)n1 (configuration not stated)	6.9
CCCCNC(=S)NNC(=O)c1cc(C2CC2)nc2ccccc12	-6.4
CCc1cccc(C)c1NC(=O)c1cccc(N(C)C)c1	-6.6
O=C(c1ccc(Cl)cc1)c1c[nH]cc1-c1ccccc1	0.9
COc1ccc(Cc2noc(CN(C)C3CC(C)(C)NC(C)(C)C3)n2)cc1OC	-0.4
Clc1ccc(CSc2nnc(-c3ccccn3)n2Cc2cccs2)cc1Cl	1.7
O=C1CN(C(=O)COC(=O)/C=C/c2ccc(F)cc2)c2ccccc2N1	3.6
COc1cccc(CN(C)C(=O)C2CCN(S(=O)(=O)c3cccs3)CC2)c1OC	1.6
CCCCNCC(=O)Nc1ccc(NC(=O)CNCCCC)cc1	1.3
CCOC(=O)C1CCCN(CC(=O)N(C)c2c(N)n(Cc3ccccc3)c(=O)[nH]c2=O)C1 (configuration not stated)	-0.3
CCCCn1cnc2c(cnn2-c2ccc(F)cc2)c1=O	-0.6
Cc1cc2c(s1)c1cnn(Cc3ccc(F)cc3F)c(=O)c1n2C	1.5
COc1ccc(OC)c(NC(=O)CN(c2ccc(C(C)C)cc2)S(=O)(=O)c2c(C)noc2C)c1	-1.1

Further entries.
SMILES	TbREL1 primary
COc1ccccc1C(=O)N(Cc1ccccn1)CC1CCCO1 (configuration not stated)	6.2
COC(=O)[C@]1(C)N[C@H](c2ccc(-c3cccc(Cl)c3)c(OC)c2)[C@@H]2C(=O)N(C)C(=O)[C@@H]21	-1.7
Cc1ccc(OCCn2c(CCNC(=O)C3CCCCCC3)nc3ccccc32)cc1	8.2
CC(C)(C)C(=O)N1CCCC1C(=O)O (configuration not stated)	4.1
Cc1ccc(OS(=O)(=O)c2ccc(N3C(=O)CCC3=O)cc2)cc1	-0.9
Cc1cccc(NC(=S)Nc2ccccn2)c1	-2.9
Cc1cccc2cc(C3CC(c4ccco4)=NN3S(C)(=O)=O)c(Cl)nc12 (configuration not stated)	-2.5
CCCCn1c(N)c(N(CC(C)C)C(=O)c2cc3ccccc3cc2OC)c(=O)[nH]c1=O	1.1
CCn1c(SCC(=O)NC2CCCCC2)nnc1C(C)NC(=O)c1ccccc1F (configuration not stated)	0.1
CC(C)(C)N(Cc1ccccc1)C(=O)COC(=O)CNS(=O)(=O)c1ccc2ccccc2c1	-4.3
CN(C)[C@H]1CCN([C@@H]2CS(=O)(=O)N[C@H]2COCc2ccccc2)C1	6.4
Cc1ccc2cc(C#N)c(N3CCCC3)nc2c1C	1.5
Cc1ccc(OCCOc2c(Cl)cc(Cl)cc2Cl)c([N+](=O)[O-])n1	3.2
O=C(Oc1cccc(C(=S)N2CCOCC2)c1)c1ccc([N+](=O)[O-])cc1[N+](=O)[O-]	-5.6
CNS(=O)(=O)c1cccc(C(=O)OCc2cc(=O)oc3c(C)c(O)ccc23)c1	2.1
C#CCn1c(S(=O)(=O)Cc2ccc(C)cc2)nc(-c2ccccc2)c1-c1ccccc1	1.7
Cc1ccc(-c2nnc(SCC(=O)NC3CC3)n2N)cc1	-1.8
COc1ccc(N2CCN(C(=O)C(=O)c3c[nH]c4ccccc34)CC2)cc1	-4.6
COCCN(CCOC)c1nc(-c2ccc([N+](=O)[O-])cc2)nc2ccccc12	-0.9
CCc1ccc(C(=O)NNC(=O)c2ccc(OCC(=O)N3CCOCC3)c(OC)c2)cc1	2.1
Cc1ccc(S(=O)(=O)N(CC(=O)N2CCC(C)CC2)c2cccc(C)c2)cc1	2.5
O=C(O)c1ccc(Oc2c(C(F)(F)F)oc3cc(O)ccc3c2=O)cc1	0.8
COC(=O)[C@]1(Cc2ccccc2)N[C@H](CN(C)S(=O)(=O)c2ccc(C(C)(C)C)cc2)[C@@H]2C(=O)N(Cc3ccccc3)C(=O)[C@@H]21	1.7
C#CCCCc1nc2ccccc2c(=O)n1N	2.3
O=C1CCc2cc(S(=O)(=O)N3CCC(C(=O)NCc4ccccc4Cl)CC3)ccc2N1	3.2

The list continues:
SMILES	TbREL1 primary
CCc1ccc(S(=O)(=O)NCc2csc(-c3ccccc3)n2)s1	0.9
COc1ccccc1C(=O)NCCC(=O)NN1C(=O)NC2(CCCCC2)C1=O	3.8
Cc1ccc(NC(=O)[C@H](Cc2ccccc2)NC(=O)CC[C@H]2O[C@@H](n3ccc(=O)[nH]c3=O)[C@H](O)[C@@H]2O)cc1C	-1.4
CCOC(=O)c1ccccc1NC(=O)c1cccc([N+](=O)[O-])c1	1.5
Cc1ccc(S(=O)(=O)NNC(=O)C2CCCCC2)cc1	3.9
COCCCn1c(=S)[nH]c2sc3c(c2c1=O)CCCC3	-5.1
O=C(C=Cc1ccccc1)c1cccs1	-0.4
COc1cc(/C=C/C(=O)O)cc(S(=O)(=O)Nc2ccc3cn[nH]c3c2)c1OC	-1.4
COc1ccc(-c2cc(C(=O)N/N=C(\C)c3cccnc3)c3cc(C)ccc3n2)cc1OC	-0.3
CCOc1cccc(C2C(C(=O)c3ccco3)=C(O)C(=O)N2c2nnc(C)s2)c1 (configuration not stated)	-3.1
O=C(c1ccoc1)N1CCN(c2cc(-c3ccco3)nc3cc(-c4ccccc4)nn23)CC1	-0.6
CCOC(=O)[C@]12CCCC=C1N(CCC1=CCCCC1)C(=O)[C@H](CC(=O)NCCC(C)C)C2	-1.5
CC(C)(C)c1cc(CCC(=O)NCCc2ccccn2)cc(C(C)(C)C)c1O	1.9
CSc1nnc(NC(=O)c2ccc(S(=O)(=O)N3CCOCC3)cc2)s1	-2.2
Cc1onc(-c2ccccc2)c1C(=O)N(Cc1ccco1)Cc1cccs1	-1.7
CC(C)Oc1cccc(-c2n[nH]c(=S)n2N=Cc2cccc([N+](=O)[O-])c2)c1	-3.6
CCOC(=O)N1CCC(=NNC(N)=O)CC1	0.1
O=C(/C=C/c1cccc([N+](=O)[O-])c1)n1cnc2ccccc21	3.3
COc1ccccc1N=Nc1[nH]c2ccc(C)cc2c1O	-2.1
COc1ccc(C(=O)NNC(=O)c2cnccn2)cc1[N+](=O)[O-]	6.2
CCN(C(=O)CN1CCCC(C)C1)c1c(N)n(Cc2ccccc2)c(=O)[nH]c1=O (configuration not stated)	0.1
O=C(CSc1nnc(NC(=O)C2CC2)s1)NCc1cccs1	1.2
Cc1ccc(-n2nnnc2SCn2nnc3ccccc3c2=O)c(C)c1	-1.7
O=C(O)c1cccc2c1C(=O)c1ccc(N3CCCC3)cc1S2(=O)=O	-6.0
Cc1ccc(F)cc1NC(=O)C1CCN(c2cnccn2)CC1	6.5

Looked up one by one from above (5):
SMILES	TbREL1 primary
CCOC(=O)[C@]12CCCC=C1N(CCC1=CCCCC1)C(=O)[C@H](CC(=O)NCCC(C)C)C2	-1.5
O=C(O)c1cccc2c1C(=O)c1ccc(N3CCCC3)cc1S2(=O)=O	-6.0
COCCCn1c(=S)[nH]c2sc3c(c2c1=O)CCCC3	-5.1
COc1ccccc1N=Nc1[nH]c2ccc(C)cc2c1O	-2.1
COc1ccc(C(=O)NNC(=O)c2cnccn2)cc1[N+](=O)[O-]	6.2

Remaining list, next part.
SMILES	TbREL1 primary
Cc1nn(C)cc1CN(C)C(=O)c1cc2nc(-c3ccco3)cc(C(F)(F)F)n2n1	-0.3
O=C(NCCN1CCOCC1)c1ccc([N+](=O)[O-])cc1[N+](=O)[O-]	-0.4
Cc1ccc(Cl)cc1N1CCN(C(=O)c2cc3c(=O)n(C)c4ccccc4c3n2C)CC1	5.7
COc1cccc(Nc2cc(C)nc3ccccc23)c1	2.8
CCOc1ccc(-c2cc(N3C(=O)Nc4ccccc4N3O)on2)cc1	1.4
CCOC(=O)C1(Cc2cccc(Cl)c2)CCCN(C(=O)c2cc(C)on2)C1 (configuration not stated)	2.5
Cc1c(C(=O)c2ccccc2)c2ccccn2c1CCc1ccccn1	8.3
O=C(CN1C(=O)CCSc2ccccc21)Nc1ccc(F)cc1F	7.4
COc1cccc(NC(=O)c2cnc(SCC(=O)NCc3ccc4c(c3)OCO4)n(C)c2=O)c1	-0.3
Cc1cccc(C(=O)N=c2c(C#N)cc3c(=O)n4cccc(C)c4nc3n2Cc2ccco2)c1	4.0
COc1ccc(-c2c(-c3ccc(C#N)cc3)oc(=O)c3cc(OC)c(OC)cc23)cc1	7.4
COc1cc(OC)cc(C(=O)NNC(=O)c2ccc(-n3cncn3)c([N+](=O)[O-])c2)c1	5.1
O=C1C2C3C=CC(C3)C2C(=O)N1c1ccncc1 (configuration not stated)	-0.1
O=C(NCc1ccco1)C(C(=O)c1ccc(F)cc1)n1ccccc1=O (configuration not stated)	-0.4
CCN(CC)C(=O)CSc1nnc(CCN)o1	0.8
COc1cc(CN2C(=O)C(Cc3ccccc3)ON=C2c2ncccc2C)cc(OC)c1 (configuration not stated)	-1.3
CC(=O)N1CC2(NC(=O)c3ccccc3N2)c2ccccc21 (configuration not stated)	1.8
N/C(=N\OC(=O)c1ccc(Cl)cc1)c1cccnc1	1.2
CC(OC(=O)CNC(=O)c1ccccc1)C(=O)Nc1ccc(S(=O)(=O)N2CCOCC2)cc1 (configuration not stated)	-0.2
COC(=O)[C@H](CC(C)C)NC(=O)/C=C/[C@H]1O[C@@H](n2ccc(=O)[nH]c2=O)[C@H](O)[C@@H]1O	2.9
CC1CCN(C(=O)c2ccc3ccccc3c2)CC1	-0.1
Cc1ccc(C(C(=O)NC2CCCCC2)N(C(=O)c2csnn2)C2CCCC2)o1 (configuration not stated)	0.4
CC(=O)Nc1cccc(NC(=O)C2CCCN2C(=O)Nc2cccc(F)c2)c1 (configuration not stated)	0.8
COc1cc(NC(=O)Cc2cccs2)c(C(=O)O)cc1OC	0.7
CC1(c2cccc(Br)c2)NC(=O)N(CC(=O)c2ccc3c(c2)OCO3)C1=O (configuration not stated)	1.6

Next structures:
SMILES	TbREL1 primary
CC(C)CCNC(=O)CNC(=S)N(CCCN1CCOCC1)Cc1cccs1	-3.0
COc1cccc(/C=N/n2c(-c3cc(C)[nH]n3)n[nH]c2=S)c1OC	-2.7
COc1ccc(N2CCN(C(=O)c3cc(C)oc3C)CC2)cc1	-5.8
CCOc1ccccc1C1CC(=O)NC2=C1C(=O)CC(C)(C)C2 (configuration not stated)	-2.6
Clc1ccc(/C=N/NC2=Nc3cccc4cccc2c34)cc1	-0.8
Cc1ccc(C(=O)CNc2cccc(Cl)c2)cc1	-0.6
CCOC(=O)c1c(S(=O)(=O)N(C)C2CCCCC2)c(C)n(C)c1C	0.1
Cc1ccc(/C=C/C(=O)O)cc1S(=O)(=O)NCCCO	0.8
Cc1cc(C)cc(N(CCC#N)C(=O)CN2C(=O)NC3(CCCC3)C2=O)c1	-2.0
O=[N+]([O-])c1ccccc1CNCCCCO	-0.8
C#CC(CCN1CCCCC1)(OC)c1ccccc1 (configuration not stated)	-0.1
COC(=O)Nc1ccc(NC(C)=O)cc1	-0.5
CCN(CC)S(=O)(=O)c1ccc(Cl)c(NC(=O)CSc2nnc(-c3cccs3)o2)c1	-3.4
CC(=O)Nc1ccc(N/C(=N\S(=O)(=O)c2ccccc2)c2ccccc2)cc1	3.8
c1ccc(-c2nnc(SCCC3OCCCO3)o2)cc1	-2.0
COc1cccc(C(=O)NCCS(=O)(=O)N2CCOCC2)c1	6.7
O=C(COC(=O)c1cccc(Br)c1)NCC1CCCO1 (configuration not stated)	0.4
O=C(NCc1ccco1)c1ccc(COCC(F)(F)C(F)F)cc1	3.0
On1c(-c2ccco2)nc2c1CCc1nonc1-2	2.5
Cc1ccc(N(Cc2ccccc2)C(=O)c2ccc(C)c(S(=O)(=O)N3CCOCC3)c2)cc1	3.4
Cc1cc(-c2ccccc2)nc2cc(C(N)=O)nn12	2.2
COCCCN1CCN(C2Cc3ccccc3Sc3ccc(Cl)cc32)CC1 (configuration not stated)	-1.3
CN(C(=O)Cn1nc(Cl)ccc1=O)C1CCCN(Cc2ccccc2F)C1 (configuration not stated)	8.0
COc1ccc(-n2c(SCC(=O)Nc3ccc4c(c3)OCCO4)nnc2-c2ccc(Cl)cc2)cc1	-0.2
O=C1CCN(Cc2ccccc2)C(=O)N1	3.1
CC(OC(=O)c1ccc(-n2cnnn2)cc1)C(=O)Nc1ccccc1F (configuration not stated)	-1.8
Nc1[nH]c(C(=O)c2ccccc2)c(-c2ccc(Br)cc2)c1C(=O)NCCCN1CCOCC1	4.9
Cc1cc(C)c(S(=O)(=O)n2ccc3ccccc32)c(C)c1	5.5
Cc1noc(C)c1N=Nc1ccc(Br)cc1C(=O)O	-2.3
COc1ccc2sc(-c3ccc(N(C)C)cc3)c(-c3cnc(OC)nc3)c2c1	-1.8

An excerpt of these results, as labelled records.
> CN(C)[C@H]1CCN([C@@H]2CS(=O)(=O)N[C@H]2COCc2ccccc2)C1
- TbREL1 primary: 6.4
> Cc1noc(C)c1N=Nc1ccc(Br)cc1C(=O)O
- TbREL1 primary: -2.3
> CC(C)(C)C(=O)N1CCCC1C(=O)O (configuration not stated)
- TbREL1 primary: 4.1
> Cc1ccc(OCCOc2c(Cl)cc(Cl)cc2Cl)c([N+](=O)[O-])n1
- TbREL1 primary: 3.2

A portion of the library. The share of hits here may be higher or lower than overall.
